Source: PubChem BioAssay
ATXN2 expr inh: inhibitors of ATXN2 expression. HEK-293 ATXN2-luciferase reporter, luminescence, 24 h. AID 1745845. Potency, µM (top dose mostly 57 µM), for the others: at the highest dose activity change, negative = inhibition, most hits filed as inhibitors. 0.72% of 360,000 active; note: potency is the fitted concentration of half-maximal effect; % is set by controls: 0 for no effect and ±100 for the full control effect; nearly all actives have a fitted effect of over 55% in size
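qHTS (up to 57 uM final) was run with 24 h compound exposure of reporter cells at 37 °C. Each well was multiplexed: SteadyGlo luminescence measured ATXN2-luciferase expression after a fluorogenic Gly-Phe-AFC viability readout (25 uM final).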
IL-1B inflam inh: inhibitors of inflammasome signaling (IL-1 beta secretion); THP-1 LPS/ATP IL-1B secretion, AlphaLISA, 16 h; stronger effect = lower value; activity change, % at 57.5 µM; 4.7% of 360,000 active; AID 743279; in the data active = activity change below about -50%; inconclusive = mostly about -30% to -49%; note: % is set by controls: 0 for no effect and ±100 for the full control effect
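Secreted IL-1B measured by AlphaLISA bead assay after 16 h compound exposure of THP-1 cells; compounds (final up to 57.5 uM) added 1 h before LPS (250 ng/mL) and ATP (1.25 mM) stimulation; lower signal means less secretion.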
HT1080 IDH1KD tx: kills HT-1080 cells with IDH1 knockdown; HT-1080 IDH1 knockdown viability, ATP luminescence, 48 h; Potency, µM (highest dose often 46.1 µM), for the others: top-dose activity, negative = toxicity, actives largely listed as cytotoxic; 2% of 360,000 active; AID 686971;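 note: potency is the fitted concentration of half-maximal effect; 0% = DMSO wells and -100% = cell-free medium wells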
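Using the IDH1-knockdown HT-1080 line run in the same batch and compound series as the NT line, viability after 48 h at 37 °C was determined by CellTiter-Glo luminescence and expressed as % activity.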
SW480 rereplic: induces DNA re-replication in SW480 colon adenocarcinoma cells | SW480 DNA re-replication, Hoechst DNA content imaging, 48 h | Potency, µM (doses to about 46.1 µM), for inactives: top-dose re-replication activation, most hits filed as activators | 1.8% of 340,000 active | AID 624297; note: potency is the fitted concentration of half-maximal effect; % of control where 0% means no effect; nearly all actives have a fitted effect of over 55% in size
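Hoechst fluorescence of nuclei (405 nm excitation, 500-530 nm emission) measured by plate-scanning imager after 48 hr compound exposure at 37 C; re-replication scored as increased number of nuclei with elevated intensity.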
HepG2 viability: HepG2 cytotoxicity, counter-screen for TGF-b inhibitors; HepG2 CAGA-GFP viability, ATP luminescence, 18 h; Potency, µM (doses to about 46.1 µM), for inactives: at the highest dose activity change, negative = cytotoxicity, actives largely listed as cytotoxic; 0.76% of 410,000 active; AID 588856; note: potency is the fitted concentration of half-maximal effect; some results filed as inactive show a strong effect at the top dose
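CellTiter-Glo luminescence gave cytotoxicity after 18 hours at 37 degrees C. The cells were HepG2 CAGA-GFP in 1% FBS DMEM, stimulated with 500 pg/mL TGF-beta after compound addition. %Activity was normalised to no-cell wells (complete cell-killing) and DMSO (no toxicity), and curves were fitted and classified.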
KB-3-1 tox: KB-3-1 parental cell cytotoxicity; KB-3-1 viability, CellTiter-Glo ATP luminescence, 72 h; Potency, µM (doses to about 46.1 µM), for the others: at the top dose activity change, negative = cytotoxic, hits mostly cytotoxic; 1.4% of 400,000 active; AID 1347075; note: potency is the fitted concentration of half-maximal effect; % is set by controls: 0 for no effect and ±100 for the full control effect; nearly all actives have a fitted effect of over 60% in size
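72 h, 37 °C compound treatment of KB-3-1 parental cells; CellTiter-Glo added, 10 min, luminescence read. Data corrected against DMSO-only plates and normalized before curve fitting.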
MCF10A rereplic: inducers of DNA re-replication in MCF 10A breast cells. MCF 10A DNA re-replication, Hoechst nuclear intensity, 48 h. Potency, µM (doses to about 46.1 µM), inactives show top-dose activity, positive = re-replication, usual class: activators. 2.9% of 350,000 active; note: potency is the fitted concentration of half-maximal effect; % of control where 0% means no effect; nearly all actives have a fitted effect of over 50% in size
HT1080NT lethal: kills 2HG-producing HT-1080-NT fibrosarcoma cells | HT-1080-NT fibrosarcoma viability, CellTiter-Glo ATP luminescence, 48 h | Potency, µM (series often up to 46.1 µM), for the others: top-dose activity, negative = less viability, hits mostly cytotoxic | 1.6% of 360,000 active;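 note: NT is the 2HG producing partner of a matched IDH1 knockdown line; potency is the fitted concentration of half-maximal effect; 0% = DMSO-treated cells and -100% = media-only wells without cells; nearly all actives have a fitted effect of over 55% in size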
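Fibrosarcoma NT cells, 750 per well in 5% FBS RPMI, were exposed to compound for 48 hours. Viability: CellTiter-Glo luminescence.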
S2 tox: cell viability loss in ATXN counter-screen. S2 cells (HEK-293 line with an ATXN2-luciferase reporter) viability, CellTiter-Fluor protease fluorescence, 24 h. 0.49% of 400,000 active. Potency, µM (doses to about 56.7 µM), most hits filed as cytotoxic. AID 651635; note: potency is the fitted concentration of half-maximal effect; nearly all actives have a fitted effect of over 40% in size
Active calls of the source: *; i = inactive; ? = inconclusive; / = no result given; [ ] = remark or other dose. Unless noted, calls come from the whole dose curve; as a rule, active = well fitted curve in the direction sought with a large enough effect; inconclusive = small, poorly fitted or top-dose-only effect, or another doubt; inactive = no such curve, though single readings can be large; an effect the other way counts as inactive or inconclusive.

SMILES	ATXN2 expr inh	IL-1B inflam inh	HT1080 IDH1KD tx	SW480 rereplic	HepG2 viability	KB-3-1 tox	MCF10A rereplic	HT1080NT lethal	S2 tox
Cc1c(Cl)c(-c2n[nH]c(=S)n2Cc2ccco2)nn1C	6%	8	-4%	7%	-13%	-1%	-3%	0%	i
OCC1OC(n2cnc3c(NC4CCCCC4)ncnc32)C(O)C1O (configuration not stated)	3%	-14	1%	-12%	-6%	0%	-19%	4%	i
CN(C)CCCN(C(=O)c1ccc(S(=O)(=O)N2CCCCCC2)cc1)c1nc2c(F)cc(F)cc2s1	-6%	-86*	-3%	9%	0%	-1%	8%	-7%	i
CN1CCN(C/C(=C2/N=C(c3ccccc3)OC2=O)N(C)C)CC1	0%	-12	-5%	-23%	-31%	0%	-1%	-4%	i
COc1cc(CN2CCC(n3nccc3NC(=O)c3ccccc3OC)CC2)ccc1F	2%	0	8%	-2%	1%	7%	11%	7%	i
Cc1cc(C)cc(OCC(=O)Nc2ccc(N3CCN(S(C)(=O)=O)CC3)cc2)c1	1%	-10	14%	-1%	-15%	6%	10%	9%	i
Cc1ccccc1-c1nnn(CC(=O)NC(=O)NC2CCCC2)n1	-12%	-54*	1%	3%	-26%	/	-5%	0%	i
O=[N+]([O-])c1ccccc1CCc1cnc(Cl)s1	-3%	26	4%	1%	-5%	11%	3%	?	i
CCCCC(=O)Nc1cccc(NC(=O)c2cccc(Br)c2)c1	-23%	-27	3%	-4%	-5%	-9%	-1%	11%	i
Cc1ccc(C(C)C)c(OCCn2cc(C(=O)c3ccco3)c3ccccc32)c1	-13%	/	/	/	-9%	-1%	/	/	i
CC(C)=N/N=c1\scc(C)n1Cc1ccco1	-13%	0	1%	-6%	4%	0%	14%	2%	i
COCCn1c(=NC(=O)c2ccc3c(c2)OCCO3)sc2cc(C(=O)OC)ccc21	45%[activator]	/	/	/	6%	9%	/	/	i
CCCCNC(=O)CNC(=O)c1nn(-c2ccc(OC)c(OC)c2)c(=O)c2ccccc12	/	2	7%	/	-2%	0%	/	3%	i
CN(CC(=O)Nc1c(Cl)cccc1Cl)C(=O)CCC1CCCC1	-3%	0	12%	19%	4%	-4%	4%	18%	i
Cc1cccc(/C=N/NC(=O)c2cc(Br)ccc2O)n1	-24%	-11	-13%	-2%	-28%	-15%	-9%	-2%	/

IL-1B inflam inh, entries above that show a hit
smiles,IL-1B inflam inh,SW480 rereplic
CN(C)CCCN(C(=O)c1ccc(S(=O)(=O)N2CCCCCC2)cc1)c1nc2c(F)cc(F)cc2s1,-86*,9%
Cc1ccccc1-c1nnn(CC(=O)NC(=O)NC2CCCC2)n1,-54*,3%

(more compounds)
SMILES	ATXN2 expr inh	IL-1B inflam inh	HT1080 IDH1KD tx	SW480 rereplic	HepG2 viability	KB-3-1 tox	MCF10A rereplic	HT1080NT lethal	S2 tox
COc1ccc(-c2noc(N3CCC(C(=O)Nc4cc(OC)c(OC)c(OC)c4)CC3)n2)cc1	-18%	0	-11%	?	2%	0%	?	-3%	i
Cc1nn(Cc2ccccc2Cl)c(C)c1NC(=O)c1noc(C(C)C)c1[N+](=O)[O-]	12%	4	-3%	-27%	-18%	18%	6%	-6%	i
COc1cccc(C(=O)Nc2c(C(=O)c3ccc(F)cc3)oc3ccccc23)c1	6%	/	/	/	-25%	-1%	/	/	i
O=C(Cn1c(=O)c2sccc2n(Cc2ccc([N+](=O)[O-])cc2)c1=O)NCCc1ccccc1	-12%	-28	-28%	-3%	-3%	3%	13%	-2%	?
CCOC(=O)c1cnc2c(C(F)(F)F)cccc2c1NCCCN1CCOCC1	/	?	-1%	15%	-18%	-8%	-8%	-4%	i
CC(=O)C1=C(O)C(=O)N(c2ccc(O)cc2)C1c1ccc(Cl)cc1 (configuration not stated)	-35%	0	4%	-26%	-15%	-13%	9%	-6%	i
Cc1ccc(-n2ncc3c(N4CCN(c5ccc(F)cc5)CC4)ncnc32)cc1	11%	/	/	/	-21%	5%	/	/	i
COc1ccc(CN2C(=O)NC3(CCCCC3)C2=O)cc1F	8%	8	-1%	-7%	-3%	9%	-180%[0.0737 µM]	8%	i
C=CCNC(=O)/C(C#N)=C\c1cc(Cl)c(OCC)c(OC)c1	-9%	-91*	?	-1%	-29%	0%	11%	?	i
COC(=O)c1nnn(-c2cc(Cl)cc(Cl)c2)c1C(=O)OC	/	9	3%	-11%	-17%	-1%	1%	7%	i
CCCSc1ncc(Cl)c(C(=O)Nc2ccc(S(=O)(=O)N3CC(C)OC(C)C3)cc2)n1 (configuration not stated)	-1%	2	-1%	0%	4%	?	3%	-4%	i
Cn1c2c(c(=O)n(C)c1=O)CN(CCCN1CCOCC1)CN2	-3%	22	3%	-1%	0%	1%	0%	-1%	i
CC(C)(C)OC(=O)N[C@@H](C(=O)OC(C)(C)C)c1ccc(C(F)(F)F)cc1	-1%	24	0%	9%	-16%	7%	14%	-2%	i
CN(C(=O)c1ccco1)c1nnc(C23CC4CC(CC(C4)C2)C3)s1	37%	-9	-14%	3%	-25%	16%	-2%	-13%	i
Cc1cccnc1C1=NOC(Cc2ccccc2)C(=O)N1C (configuration not stated)	6%	41	16%	/	-14%	4%	/	16%	i
COc1cc(OC)c(OC)cc1CNCC1COc2ccccc2O1 (configuration not stated)	/	-16	-2%	-5%	4%	12%	22%	-10%	/
COc1ccc(C(=O)N/N=C/C(C)c2ccccc2)cc1OC (configuration not stated)	-2%	-11	12%	-3%[9.22 µM]	4%	?	?	3%	i
CC(C)Cc1ccc(CN2CCCC(NC(=O)c3ccnn3C)C2)cc1 (configuration not stated)	-23%	-23	-19%	-6%	7%	/	23%	-13%	?
COc1ccc2[nH]c3c(c2c1)CCN1C(=O)C(CC(=O)NCC24CC5CC(CC(C5)C2)C4)C[C@H](C(=O)N2CCOCC2)[C@@]31C (some centres not stated)	-12%	?	-15%	-17%	-18%	1%	1%	0%	?
CCc1c(N=O)c(-c2ccccc2)n(O)[n+]1[O-]	/	-5	-8%	/	-3%	-2%	/	-3%	?
O=C(Nc1ccc(S(=O)(=O)N2CCCC2)cc1)c1cncc(Br)c1	-20%	-27	-6%	9%	-15%	-1%	?	-9%[9.24 µM]	i
Nc1nonc1-n1nnc(C(=O)N/N=C/c2cccc(F)c2)c1CN1CCCCCC1	0%	1	0%	-9%	6%	16%	?	3%	i
Cc1ccc(S(=O)(=O)N2CCCC(C(=O)NCCc3ccc4c(c3)OCO4)C2)cc1 (configuration not stated)	-12%	-15	-6%	-3%	-9%	-17%	17%	-4%	i
COc1ccccc1N1CCN(c2ccc([N+](=O)[O-])cn2)CC1	18%	-5	7%	0%	-4%	1%	4%	17%	i
Cc1c(C(=O)Nc2cccc(N(C)S(C)(=O)=O)c2)cccc1[N+](=O)[O-]	0%	42	0%	3%	2%	-19%	3%	2%	i
CC1CCCC(NC(=O)COC(=O)c2ccc(S(=O)(=O)N3CCOCC3)cc2)C1C (configuration not stated)	7%	0	9%	8%	-4%	13%	9%	14%	i
CCOc1ccc(NC(=O)C2CCN(S(=O)(=O)c3cccnc3)CC2)cc1	-5%	15	0%	-10%	-2%	5%	17%	5%	i
O=C(CCNC(=O)c1ccccc1Cl)NCc1ccncc1	8%	3	25%	-1%	10%	-1%	0%	5%	i
COc1cc(C(=O)OCC(=O)N2CCCCC2C)cc(NC(=O)c2cccs2)c1OC (configuration not stated)	-8%	?	5%	-1%	1%	5%	-6%	-9%	i
C=C(C)CSc1nnc(-c2cccc(S(=O)(=O)N(C)C)c2)n1-c1cc(OC)ccc1OC	-8%	2	3%	-2%	-14%	-3%	1%	0%	i

Single records, as listed above. Order of screens: ATXN2 expr inh | IL-1B inflam inh | HT1080 IDH1KD tx | SW480 rereplic | HepG2 viability | KB-3-1 tox | MCF10A rereplic | HT1080NT lethal | S2 tox
Listed for Nc1nonc1-n1nnc(C(=O)N/N=C/c2cccc(F)c2)c1CN1CCCCCC1 : 0% | 1 | 0% | -9% | 6% | 16% | ? | 3% | i
Listed for Cc1ccccc1-c1nnn(CC(=O)NC(=O)NC2CCCC2)n1 : -12% | -54* | 1% | 3% | -26% | / | -5% | 0% | i

Next section
SMILES	ATXN2 expr inh	IL-1B inflam inh	HT1080 IDH1KD tx	SW480 rereplic	HepG2 viability	KB-3-1 tox	MCF10A rereplic	HT1080NT lethal	S2 tox
CC(=O)OC1CCC2(C)C(=CCC3C2CCC2(C)C3CC3OC4(CCC(C)CN4)C(C)C32)C1 (configuration not stated)	9%	15	7%	0%	-3%	0%	3%	5%	i
NC(c1ccccc1)c1csc(NC(=O)Nc2ccccc2Oc2ccccc2)n1 (configuration not stated)	?	-11	?	/	-101%	-9%	/	?	i
COCCNC(=O)COc1ncnc2ccc(Br)cc12	0%	0	5%	-2%	15%	0%	-1%	8%	i
O=C(CN1CCN(S(=O)(=O)c2ccc(F)cc2)CC1)N1CCOCC1	-1%	i	16%	-12%	6%	-2%	2%	6%	?
Cc1nn(C)c2c1c(-c1ccccc1)cc(=O)n2CC(=O)Nc1ccccc1C(F)(F)F	10%	/	/	/	4%	2%	/	/	i
CCOc1ccc(NC(=O)Cn2sc3nc(C)cc(C)c3c2=O)cc1	-14%	-89*	12%	?	-54%	-24%	-6%	21%	i
C=CCn1c(CCNC(=O)c2cccs2)nnc1SCC(=O)Nc1cccc(Cl)c1C	-1%	-23	1%	2%	-18%	-3%	1%	7%	i
O=C(c1cc(S(=O)(=O)N2CCOCC2)ccc1F)N(Cc1nnc(-c2ccccc2Cl)o1)C1CC1	1%	-9	0%	-1%	-16%	-16%	7%	-1%	i
CC(NC(=O)COc1cccnc1[N+](=O)[O-])c1ccc(Cl)cc1Cl (configuration not stated)	-15%	-26	0%	-9%	-27%	15%	-18%	-1%	i
Cc1ccc(/C=N/NC(=O)c2ccccn2)o1	11%	-2	6%	-7%	-2%	-3%	3%	3%	i
COc1ccc(C(=O)C(CN2CCOCC2)c2ccccc2)cc1F (configuration not stated)	?	-101*	12µM*	?	-104%	?	12µM*	?	?
CN(Cc1ccccn1)C(=O)c1ccc2nc(Cc3cccc(Cl)c3)oc2c1	19%	-2	5%	-2%	4%	/	?	2%	i
